RAD54 inh: inhibitors of human RAD54 branch migration; Q92698; RAD54 Holliday junction branch migration, FAM/BHQ fluorescence; inhibition, % at 10.4 µM; 360,000 compounds, 0.14% hits;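 active = mean normalized replicate activity at least 40 and at least half of replicates scoring 40 or more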;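 also: 0% = median of neutral control wells and 100% = median of positive control wells; inhibitors cause a drop in the FAM fluorescence signal; in these data hits start at about 50%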
Target sequence (Q92698 whole entry, looked up): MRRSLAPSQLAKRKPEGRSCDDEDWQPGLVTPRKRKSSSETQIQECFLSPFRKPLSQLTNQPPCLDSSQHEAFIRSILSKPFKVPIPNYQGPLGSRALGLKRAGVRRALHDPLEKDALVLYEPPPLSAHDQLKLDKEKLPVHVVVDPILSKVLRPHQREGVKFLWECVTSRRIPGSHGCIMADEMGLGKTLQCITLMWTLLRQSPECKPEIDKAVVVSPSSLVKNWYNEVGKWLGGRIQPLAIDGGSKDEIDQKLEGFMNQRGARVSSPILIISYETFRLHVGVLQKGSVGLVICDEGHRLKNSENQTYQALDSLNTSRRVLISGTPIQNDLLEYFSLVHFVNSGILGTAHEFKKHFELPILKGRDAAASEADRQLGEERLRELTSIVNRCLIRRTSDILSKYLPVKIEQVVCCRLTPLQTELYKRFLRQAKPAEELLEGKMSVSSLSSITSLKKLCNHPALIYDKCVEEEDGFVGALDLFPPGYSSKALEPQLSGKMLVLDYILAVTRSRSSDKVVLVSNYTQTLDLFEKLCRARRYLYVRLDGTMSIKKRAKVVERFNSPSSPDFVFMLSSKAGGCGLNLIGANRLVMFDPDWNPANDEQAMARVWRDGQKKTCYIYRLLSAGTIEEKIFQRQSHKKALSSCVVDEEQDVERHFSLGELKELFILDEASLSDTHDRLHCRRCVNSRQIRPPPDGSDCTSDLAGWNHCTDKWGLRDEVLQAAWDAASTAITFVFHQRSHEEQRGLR
F508del corr: correctors of CFTR F508del function in bronchial epithelial cells; CFBE cells, YFP halide quenching; stimulated with forskolin plus potentiator P3; % fluorescence drop versus neutral controls; activity (quench increase), % at 7.58 µM; 350,000 compounds, 0.36% hits;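 active = mean added fluorescence quench of at least 8% versus neutral control, with both replicates also reaching 8%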;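 also: cells transiently co-express mutant CFTR-F508del with the halide-sensitive YFP; corrector assay measuring rescue of mutant channel to the surface after 24 h compound exposure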
XiGFP reactiv: reactivates the inactive X chromosome in mouse fibroblasts. 360,000 compounds, 0.055% hits. activation, % at 7.58 µM. XiGFP mouse fibroblasts, % GFP-positive cells imaging, 3 d; cells co-treated with 5-aza-dC sensitizer; scaled so ellipticine positive control = 100%;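 active = mean normalized replicate activation at least 10% and every replicate at or above 10%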;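 also: 0% = median of on-plate neutral control wells and 100% = ellipticine 6 µM median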
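System: XiGFP fibroblasts, SV40-immortalized. Medium: DMEM plus 5-aza-dC sensitizer. Doses: single point. Timing: 3 d treatment, 15 min room-temperature fixation. Control set: ellipticine 6 µM.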
ARNT TACC3 PPI: ARNT/TACC3 interaction disruption; AlphaScreen His-ARNT PAS-B/GST-TACC3 binding, luminescence; TACC3 fragment carries E629A point mutation; inhibition, % at 9.99 µM; 390,000 compounds, 0.66% hits; AID 623870;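 active = mean inhibition of replicates at least 50% and at least half of replicates each reaching 50%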;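 also: 0% = complete ARNT plus TACC3 wells and 100% = ARNT alone without TACC3; many hits fall short of the cut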
RAD52 inh: blocks human RAD52 DNA annealing | recombinant RAD52 DNA annealing, FRET fluorescence | inhibition, % at 18.7 µM | AID 651710 | 360,000 compounds, 0.46% hits;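 active = every replicate showing at least 50% inhibition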
esBAF inh: blocks esBAF chromatin remodeling in mouse ES cells | Bmi1-luciferase knock-in reporter, 24 h; 100% = twice the neutral-well signal | reporter increase, % at 12.5 µM | 350,000 compounds, 2% hits | AID 602393; in the data active = activation above about 40%;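 also: 0% = median of the plate's neutral control wells and 100% = double that signal; a rise in the Bmi1 reporter signal indicates esBAF inhibition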
INS-1E GSIS act: GLuc luminescence reporter in INS-1E cells, primary screen for activators of glucose-dependent secretion of insulin; INS-1E GLuc reporter insulin secretion, 2-3 h; activation, % at 16.6 µM; 370,000 compounds, 0.61% hits;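 active = lowest replicate activation of at least 40%, so every replicate reaches that level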;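 also: 0% = median of neutral control wells and 100% = median of IBMX positive control wells; some compounds called inactive have numbers as strong as hits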
ERAP1 HTS inh: inhibitors of human ERAP1 aminopeptidase; recombinant ERAP1, Leu-AMC fluorescence, 60 min; inhibition, % at 10.7 µM; Q9NZ08; 340,000 compounds, 0.15% hits;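 active = mean replicate inhibition of at least 30%, or all replicates individually reaching that 30% level; inactive = mean below 30% and not every replicate reaching it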;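 also: 0% = neutral control wells and 100% = L-leucinethiol positive control wells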
Active calls of the source: *.

For CC(=O)c1ccc(OCC(O)CNCc2ccc3c(c2)OCO3)cc1 (stereo unspecified) the results were F508del corr -0.9, XiGFP reactiv 0.3, ARNT TACC3 PPI -19.9, RAD52 inh -22.7, INS-1E GSIS act -8.4 and ERAP1 HTS inh -1.6.
COc1ccc(Cc2noc(CN3CCN(C4CCc5ccccc5C4)CC3)n2)cc1OC (stereo unspecified) was read as F508del corr 1.1, XiGFP reactiv 0.0, RAD52 inh -1.7, INS-1E GSIS act -8.5 and ERAP1 HTS inh -8.6.
CC(=O)c1c(OC(=O)c2ccc(C)cc2)c2ccccc2n1C was read as F508del corr -0.4, ARNT TACC3 PPI 2.2, RAD52 inh -6.8, INS-1E GSIS act -3.4 and ERAP1 HTS inh -2.9.
Screening Cc1cc(NC(=O)NC(=O)c2ccccc2NC(=O)C(C)N)ccc1Oc1ncc(Br)cn1 (stereo unspecified) returned F508del corr 3.2, XiGFP reactiv 0.7, ARNT TACC3 PPI 1.3, RAD52 inh -8.8 and ERAP1 HTS inh -5.1.
For CCC1CCc2sc(C(=O)N3CCCN(C)CC3)cc2C1 (stereo unspecified) the results were RAD54 inh -13.5, F508del corr -11.0, XiGFP reactiv 0.0, ARNT TACC3 PPI 2.8, RAD52 inh -6.1, esBAF inh 11.9, INS-1E GSIS act -5.7 and ERAP1 HTS inh 0.5.
`CC(=O)Nc1ccc(NC(=O)C(C)OC(=O)c2ccc(-n3cnnn3)cc2)cc1` (stereo unspecified) gave F508del corr -0.2, XiGFP reactiv 0.0, ARNT TACC3 PPI 0.5, RAD52 inh -2.6, INS-1E GSIS act 10.9 and ERAP1 HTS inh 3.7.
`Cc1ccc(CN2CCN(CCCc3ccccc3)CC2CCO)cc1` (stereo unspecified) gave RAD54 inh -12.5, F508del corr 2.3, XiGFP reactiv 0.0, ARNT TACC3 PPI -0.6, RAD52 inh -3.7, esBAF inh -2.7, INS-1E GSIS act -27.5 and ERAP1 HTS inh 0.9.
Screening C[C@H](CO)N1C[C@H](C)[C@H](CN(C)S(=O)(=O)c2cccs2)Oc2ccc(N(C)C)cc2CC1=O returned RAD54 inh -10.0, F508del corr 0.2, XiGFP reactiv -1.2, ARNT TACC3 PPI 7.0, RAD52 inh 13.8, esBAF inh 4.3, INS-1E GSIS act -5.4 and ERAP1 HTS inh 0.7.
Screening O=C(NCC(=O)N1CCN(C(=O)c2ccco2)CC1)c1ccccc1 returned RAD54 inh 10.2, F508del corr -1.8, XiGFP reactiv 0.1, ARNT TACC3 PPI -2.6, RAD52 inh -1.1, esBAF inh 7.1, INS-1E GSIS act 28.2 and ERAP1 HTS inh 0.8.
For CC(NC(=O)NC(=O)c1cccc(Cl)c1)c1ccccc1 (stereo unspecified) the results were RAD54 inh -7.0, F508del corr 2.6, XiGFP reactiv 0.0, ARNT TACC3 PPI -0.5, RAD52 inh -0.2, esBAF inh -1.6, INS-1E GSIS act -4.6 and ERAP1 HTS inh -2.0.
Screening Nn1c(SCC(=O)NCc2ccc3c(c2)OCO3)nnc1C(F)(F)F returned RAD54 inh 8.7, F508del corr 2.5, XiGFP reactiv 0.0, RAD52 inh -33.9, esBAF inh 1.9, INS-1E GSIS act -3.8 and ERAP1 HTS inh 1.5.
`Clc1ccc(-c2ccccc2)cn1` gave RAD54 inh 0.5, F508del corr -4.6, XiGFP reactiv -0.2, ARNT TACC3 PPI -6.5, RAD52 inh -5.7, esBAF inh 9.9, INS-1E GSIS act 9.5 and ERAP1 HTS inh 2.6.
Screening O=C(Nc1ccccc1C(=O)N1CCCCC1)c1ccc(Cl)cc1Cl returned RAD54 inh -4.8, F508del corr -0.3, XiGFP reactiv 0.1, ARNT TACC3 PPI -5.5, RAD52 inh 0.5, esBAF inh 0.7, INS-1E GSIS act 6.5 and ERAP1 HTS inh -2.6.
For Cc1noc(C)c1NC(=O)Nc1ccc2c(c1)C(=O)N([C@H](C)CO)C[C@H](C)[C@H](CN(C)Cc1ccc(Cl)c(Cl)c1)OCCCC[C@@H](C)O2 the results were RAD54 inh -1.6, F508del corr 1.7, XiGFP reactiv 0.1, ARNT TACC3 PPI 18.7, RAD52 inh 10.4, esBAF inh 2.5, INS-1E GSIS act 6.1 and ERAP1 HTS inh -2.1.
For COc1ccccc1-c1cnc2c(c1)C(=O)N([C@@H](C)CO)C[C@@H](C)[C@@H](CN(C)Cc1cncnc1)O2 the results were RAD54 inh 4.0, F508del corr 4.3, XiGFP reactiv -0.3, ARNT TACC3 PPI -13.6, RAD52 inh 2.9, esBAF inh -0.9, INS-1E GSIS act 21.1 and ERAP1 HTS inh 3.8.
`COc1ccc(C(=O)NNC(=O)C(=O)/C=C(\O)c2ccc(C)cc2)cc1` gave F508del corr -0.5, XiGFP reactiv -0.1, ARNT TACC3 PPI -2.7, RAD52 inh -94.9, esBAF inh 5.3, INS-1E GSIS act -19.5 and ERAP1 HTS inh 0.3.
Screening O=C(O)c1ccccc1-c1ccccc1C(=O)Nc1cccc(O)c1 returned RAD54 inh -5.6, F508del corr -1.7, XiGFP reactiv 0.0, ARNT TACC3 PPI -8.9, RAD52 inh -15.4, esBAF inh -1.0, INS-1E GSIS act -1.2 and ERAP1 HTS inh -3.7.
For CCCCCN(C(=O)CN(C)Cc1ccc(OC)cc1OC)c1c(N)n(CCCC)c(=O)[nH]c1=O the results were RAD54 inh 8.0, ARNT TACC3 PPI -1.9, RAD52 inh -25.5, esBAF inh -6.0, INS-1E GSIS act -8.3 and ERAP1 HTS inh -1.3.
Cc1nn(C)c(Cl)c1S(=O)(=O)N1CCC(CO)(CCc2ccccc2)CC1 was read as F508del corr -1.0, XiGFP reactiv 0.0, ARNT TACC3 PPI -5.6, RAD52 inh -7.1, INS-1E GSIS act 3.0 and ERAP1 HTS inh -0.1.
`CCO[C@H]1OC(C(=O)NCc2nc3ccccc3[nH]2)=C[C@@H](c2ccc(Br)cc2)[C@@H]1CCCO` gave RAD54 inh 6.4, F508del corr 1.3, XiGFP reactiv 0.0, ARNT TACC3 PPI -0.9, esBAF inh -0.6 and INS-1E GSIS act -16.7.
O=C(C[C@H]1CC[C@H]2[C@@H](COC[C@H](O)CN2Cc2ccccc2)O1)NCCc1ccccc1 was read as RAD54 inh 8.6, F508del corr -0.5, XiGFP reactiv 0.2, ARNT TACC3 PPI 5.8, RAD52 inh 5.3, esBAF inh -5.8, INS-1E GSIS act -30.2 and ERAP1 HTS inh -2.3.
For C=CCn1c(=S)[nH]c2cc(C(=O)Nc3ccc(F)cc3)ccc2c1=O the results were RAD54 inh -3.5, F508del corr 1.0, XiGFP reactiv 0.1, ARNT TACC3 PPI -2.5, RAD52 inh -15.6, esBAF inh 10.9, INS-1E GSIS act -18.8 and ERAP1 HTS inh 1.3.
For Nc1nsc2ccccc12 the results were RAD54 inh -0.1, F508del corr 0.5, ARNT TACC3 PPI 3.2, RAD52 inh -7.5, esBAF inh 1.1, INS-1E GSIS act 4.6 and ERAP1 HTS inh 0.6.
C[C@H]1CN([C@@H](C)CO)S(=O)(=O)c2ccc(Br)cc2O[C@H]1CN(C)CC1CCOCC1 was read as RAD54 inh -0.8, F508del corr -1.6, XiGFP reactiv 0.5, ARNT TACC3 PPI -0.6, RAD52 inh -3.2, esBAF inh -2.1, INS-1E GSIS act -1.1 and ERAP1 HTS inh 0.1.
Cc1ccc(C(=O)N[C@H](C(=O)OCC(=O)c2ccc[nH]2)C(C)C)cc1 was read as XiGFP reactiv 0.2, ARNT TACC3 PPI 1.2, RAD52 inh -10.2 and ERAP1 HTS inh 2.1.
`COc1ccccc1Nc1nc(NCC2CCCO2)c2ccccc2n1` (stereo unspecified) gave RAD54 inh 67.5*, F508del corr 0.2, XiGFP reactiv -0.1, RAD52 inh -1.7, esBAF inh -21.5, INS-1E GSIS act -17.7 and ERAP1 HTS inh -11.4.
For COc1cccc(S(=O)(=O)N[C@@H]2CC[C@H](CCn3cc(-c4ccccn4)nn3)O[C@H]2CO)c1 the results were RAD54 inh -4.9, F508del corr 0.1, XiGFP reactiv -0.4, RAD52 inh -4.8, esBAF inh -3.5, INS-1E GSIS act 5.4 and ERAP1 HTS inh 1.5.
For N#Cc1ccc(OCC(=O)N/N=C/C2CC=CCC2)cc1 (stereo unspecified) the results were F508del corr 0.7, XiGFP reactiv -0.8, ARNT TACC3 PPI 0.2, RAD52 inh -13.6, INS-1E GSIS act -8.2 and ERAP1 HTS inh 2.8.
For CCCNC(=O)N1CC2(CCN(C(=O)CC)CC2)c2c(n(C)c3cc(OC)ccc23)[C@H]1CO the results were F508del corr -1.0, XiGFP reactiv 0.3, RAD52 inh 5.4, INS-1E GSIS act 9.1 and ERAP1 HTS inh -3.2.
Cc1noc(C)c1NC(=O)Nc1ccc2c(c1)C(=O)N(C)[C@H]1CC[C@H](CC(=O)Nc3ccccc3F)O[C@@H]1CO2 was read as RAD54 inh 3.1, F508del corr -4.2, XiGFP reactiv 0.1, RAD52 inh -8.4, esBAF inh 7.7, INS-1E GSIS act 2.6 and ERAP1 HTS inh -0.6.
COc1ccc(NC(=O)N[C@@H]2CC[C@H](CCn3cc(-c4ccccc4)nn3)O[C@@H]2CO)cc1 was read as RAD54 inh 4.9, F508del corr -0.8, XiGFP reactiv 0.3, ARNT TACC3 PPI -2.5, RAD52 inh 5.7, esBAF inh 8.4, INS-1E GSIS act 10.3 and ERAP1 HTS inh -0.3.
COc1ccc(OC)c(CN2CCCC(CO)C2)c1 (stereo unspecified) was read as RAD54 inh -9.3, F508del corr 0.2, ARNT TACC3 PPI 4.9, RAD52 inh -15.6, esBAF inh -2.7, INS-1E GSIS act -27.1 and ERAP1 HTS inh 0.7.
For CC1CN(C(=O)CCC(=O)NCc2ccc(F)cc2)c2ccccc2S1 (stereo unspecified) the results were RAD54 inh 4.7, F508del corr -2.8, XiGFP reactiv 0.1, ARNT TACC3 PPI -3.9, RAD52 inh -3.3, esBAF inh -12.4 and ERAP1 HTS inh -1.7.
For CCC(=O)N1C[C@H](O)COC[C@@H]2O[C@H](CC(=O)NC)CC[C@H]21 the results were RAD54 inh -4.7, F508del corr -2.2, XiGFP reactiv 0.2, ARNT TACC3 PPI -4.1, RAD52 inh -14.1, esBAF inh 1.3, INS-1E GSIS act 16.0 and ERAP1 HTS inh -1.0.
For C[C@H]1CN([C@@H](C)CO)S(=O)(=O)c2ccc(C3=CCCCC3)cc2O[C@H]1CN(C)S(=O)(=O)c1ccc(F)cc1 the results were RAD54 inh 3.9, F508del corr 0.6, XiGFP reactiv -0.7, ARNT TACC3 PPI 8.8, RAD52 inh 24.8, esBAF inh -2.8, INS-1E GSIS act -9.3 and ERAP1 HTS inh 3.2.
For CCc1cccc2c(SCC(=O)NCC3CCCO3)nc(-c3ccc(F)cc3)nc12 (stereo unspecified) the results were RAD54 inh -2.9, F508del corr 1.2, ARNT TACC3 PPI 2.3, RAD52 inh -3.9, esBAF inh -1.1, INS-1E GSIS act 13.2 and ERAP1 HTS inh -1.0.
For CC(=O)C1=C(O)C(=Cc2ccccc2)OC1=O the results were RAD54 inh -7.9, XiGFP reactiv 0.1, RAD52 inh -200.7 and ERAP1 HTS inh -5.1.
`COc1ccc(NC(=O)CCSc2ccc(C)cc2)cc1S(=O)(=O)Nc1ccccc1Cl` gave XiGFP reactiv -0.1, ARNT TACC3 PPI -4.9, RAD52 inh -25.7, INS-1E GSIS act 11.5 and ERAP1 HTS inh -1.9.
COc1cccc(/C=N/NC(=O)c2cnccn2)c1OC was read as F508del corr -0.8, XiGFP reactiv -0.1, ARNT TACC3 PPI -5.1 and RAD52 inh -16.5.

Screening results (PubChem)
